SW480 rereplic: inducers of DNA re-replication in SW480 colon cancer cells; Potency, µM (series often up to 46.1 µM), inactives show at the highest dose re-replication activation, usual class: activators; SW480 DNA re-replication, Hoechst DNA content imaging, 48 h; 1.8% of 340,000 active; AID 624297; also: % of control where 0% means no effect; nearly all actives have a fitted effect of over 55% in size
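Quantitative HTS format with DMSO vehicle controls; 48 hr drug incubation at 37 C, then 40 min Hoechst staining and scanning imager measurement at 405 nm excitation.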
GLP-1R inv ag: acts as inverse agonist at human GLP-1 receptor; 1.6% of 410,000 active; Potency, µM (titrated, usually from 38.3 µM), without a hit: at the top dose activity change, negative = inhibition, usual class: inhibitors; AID 624417; HEK293 GLP-1R CRE-luciferase, luminescence, 24 h; GLP-1R form is constitutively active; P43220; also: % is scaled to controls: 0 for no effect and ±100 for the full control effect; nearly all actives have a fitted effect of over 55% in size
Target sequence (P43220 whole entry, looked up): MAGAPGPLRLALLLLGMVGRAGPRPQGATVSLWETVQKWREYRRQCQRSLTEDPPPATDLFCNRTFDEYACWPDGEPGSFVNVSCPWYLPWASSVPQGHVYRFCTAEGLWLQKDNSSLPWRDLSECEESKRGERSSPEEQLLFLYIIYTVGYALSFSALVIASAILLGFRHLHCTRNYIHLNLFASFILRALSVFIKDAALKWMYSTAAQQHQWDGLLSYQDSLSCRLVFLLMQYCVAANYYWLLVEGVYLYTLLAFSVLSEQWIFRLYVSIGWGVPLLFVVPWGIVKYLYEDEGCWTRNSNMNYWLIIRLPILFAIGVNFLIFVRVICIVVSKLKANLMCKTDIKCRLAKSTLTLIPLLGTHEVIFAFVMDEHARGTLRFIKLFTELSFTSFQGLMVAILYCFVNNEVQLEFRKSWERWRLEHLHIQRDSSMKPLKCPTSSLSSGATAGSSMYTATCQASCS
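Inverse agonism was detected as reduced cAMP-driven luciferase luminescence after 24 h compound treatment. The cells were HEK293 clones expressing constitutively active human GLP-1R with the reporter. Reporter-only and GPR119 cell lines served as counterscreen controls.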
GLP1R ag: agonists of human GLP-1 receptor | P43220 | HEK293 GLP-1R CRE-luciferase, luminescence, 4-6 h; cells express a hypersensitive GLP-1R form | Potency, µM (top dose mostly 45.6 µM), inactives show at the highest dose activation, most hits filed as activators | 0.007% of 380,000 active; also: % of control where 0% means no effect
HT1080-NT tox: kills 2HG-producing HT-1080-NT fibrosarcoma cells; HT-1080-NT fibrosarcoma viability, CellTiter-Glo ATP luminescence, 48 h; Potency, µM (titrated, usually from 46.1 µM), for the others: at the top dose activity, negative = less viability, actives largely listed as cytotoxic; 1.6% of 360,000 active;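 also: NT is the 2HG producing partner of a matched IDH1 knockdown line; 0% = DMSO-treated cells and -100% = media-only wells without cells; nearly all actives have a fitted effect of over 55% in size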
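HT-1080-NT fibrosarcoma cells (2HG-overproducing), 750 cells/well in RPMI with 5% FBS, dosed after 2 h and incubated 48 h at 37C. CellTiter-Glo luminescence normalized to DMSO and no-cell wells; concentration-response curves fitted and classed.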
HT1080 IDH1KD tx: toxicity to HT-1080 IDH1 knockdown cells (counter line) | HT-1080 IDH1 knockdown viability, ATP luminescence, 48 h | Potency, µM (doses to about 46.1 µM), for the others: at the top dose activity, negative = toxicity, actives largely listed as cytotoxic | 2% of 360,000 active | AID 686971;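 also: 0% = DMSO wells and -100% = cell-free medium wells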
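CellTiter-Glo luminescence after 48 h compound exposure at 37 degrees C of IDH1-knockdown HT-1080 cells in 5% FBS RPMI. %Activity scaled between DMSO wells and cell-free media wells, with curves fitted and assigned curve classes.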
KB-V1 MDR tox: KB-V1 MDR subline cytotoxicity; KB-V1 MDR cells viability, CellTiter-Glo, 72 h; Potency, µM (top dose mostly 46.1 µM), without a hit: top-dose activity change, negative = cytotoxicity, most hits filed as cytotoxic; 3.4% of 400,000 active; also: % is scaled to controls: 0 for no effect and ±100 for the full control effect; nearly all actives have a fitted effect of over 60% in size
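KB-V1, DMEM (no phenol red) + 10% FBS; cpd pin-transferred, titration series; 72 h, 37 degrees C; CellTiter-Glo, luminescence. Data normalized, curve-fit.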
KB-3-1 cytotox: kills parental KB-3-1 adenocarcinoma cells; 1.4% of 400,000 active; Potency, µM (doses to about 46.1 µM), inactives show at the highest dose activity change, negative = cytotoxic, hits mostly cytotoxic; KB-3-1 viability, CellTiter-Glo ATP luminescence, 72 h; AID 1347075; also: % is scaled to controls: 0 for no effect and ±100 for the full control effect; nearly all actives have a fitted effect of over 60% in size
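KB-3-1 cells, DMEM (no phenol red) + 10% FBS; compound by pin transfer, 72 h, 37 °C. Readout: CellTiter-Glo luminescence after 10 min. Data normalized, curve-fitted.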
TDP43 rescue: TDP-43 toxicity inhibition in yeast | AID 652104 | 1.8% of 410,000 active | TDP-43 expressing yeast growth rescue, BacTiter-Glo, 24 h | Potency, µM (titrated, usually from 46.1 µM), inactives show at the highest dose growth rescue (activation), actives largely listed as activators; also: % of control where 0% means no effect; nearly all actives have a fitted effect of over 50% in size
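Cell-based yeast growth screen: TDP-43 expression induced in galactose, inoculum OD600=0.02 after raffinose pregrowth to mid-log. Read-out BacTiter-Glo luminescence at 24 hr, 30 deg C; inhibition of toxicity seen as signal increase.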
HEK293 tox: cytotoxicity in counter-screen for GLP-1R inverse agonists | AID 624418 | Potency, µM (doses to about 38.3 µM), for the others: top-dose activity change, negative = inhibition, usual class: inhibitors | HEK293 cAMP-luciferase reporter cells, luminescence, 24 h | 0.13% of 410,000 active;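 also: loss of luciferase light is scored as toxicity; % is scaled to controls: 0 for no effect and ±100 for the full control effect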
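To flag toxic compounds, the library was rerun on cells for 24 hr at 37 deg C and 5% CO2. Viability-linked luminescence was captured 12 min after adding luciferase detection reagent.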
Starred values were filed as active, the others as inactive; ? = inconclusive; nt = no result given; & = joins results of further samples; [ ] = remark or other dose. Calls follow the shape of the dose curve; as a rule, active = well fitted curve in the direction sought with a large enough effect; inconclusive = small, poorly fitted or top-dose-only effect, or another doubt; inactive = no such curve, though single readings can be large; an effect the other way counts as inactive or inconclusive. Potency is read from the fitted curve at half-maximal effect.

SMILES	SW480 rereplic	GLP-1R inv ag	GLP1R ag	HT1080-NT tox	HT1080 IDH1KD tx	KB-V1 MDR tox	KB-3-1 cytotox	TDP43 rescue	HEK293 tox
CC(=O)Nc1ccc(NC(=O)C2C3C=CC(C3)C2C(=O)O)cc1 (configuration not stated)	7%	0%	-2%	6%	-3%	?	5%	15%	7%
CCCc1cc(-c2nc(-c3ccc(Br)cc3)cs2)ccn1	?	1%	5%	15%	6%	18%	14%	13%	0%
COc1ccccc1-c1noc(CCCC(=O)Nc2cc(C)ccc2C)n1	nt	-2%	nt	nt	nt	-16%	2%	?	-7%
O=C(OCc1cccc(C(F)(F)F)c1)c1ccc[nH]c1=O	-11%	12%	4%	15%	8%	?	18%	-26%	5%
CCOC(=O)c1cc2c(=O)n3ccccc3nc2n(CC(C)C)c1=NC(=O)C(C)Oc1ccccc1 (configuration not stated)	nt	1%	nt	nt	nt	1%	0%	8%	136%[activator]
COc1ccc(CN2CCN(Cc3ccccc3C(F)(F)F)CC2)c(OC)c1	-3%	?	9%	?	?	?	-5%	?	?
COc1cccc(C=NNC(=O)c2ccncc2)c1O	?	?	?	?	1.5µM*	-14%	21µM*	-13%	?
CCN(CC)C(=O)C1=C(C)N(CCC2=CCCCC2)C(=O)C(CC(=O)NCC2CCCCC2)C1 (configuration not stated)	nt	9%	2%	3%	27%	6%	8%	5%	-2%
COc1ccc(Br)c2c1-c1nc(NC(=O)c3ccc(F)cc3)sc1C2	nt	48%[activator]	nt	nt	nt	8%	4%	9%	3%
CCOCCCNC(=O)c1cc2c(=O)n(C)c3ccccc3c2n1C	nt	-16%	2%	nt	nt	8%	10%	9%	-5%
CCCNC(=O)c1cc(C2CCCCN2C(=O)OCCF)on1 (configuration not stated)	nt	-7%	4%	-2%	-1%	-1%	0%	3%	-4%
Cc1cc(C(=O)NNC(=S)NC(=O)/C=C/c2ccccc2Cl)n[nH]1	-14%	8%	-14%	?	?	12%	0%	10%	-4%
COc1cccc(NC(=O)CCC(=O)Nc2cc(OC)c(NC(=O)c3cccs3)cc2OC)c1	-139%[inhibitor]	-28%	9%	-1%	-3%	?	0%	-11%	-14%
COC(=O)CCCc1nc2ccccc2s1	-2%	7%	-3%	-2%	1%	20%	-2%	-14%	19%
CC(C)N1CCC(=NNc2ccc([N+](=O)[O-])cc2S(=O)(=O)N2CCOCC2)CC1	-8%	24%	3%	4%	-9%	-13%	-9%	6%[9.22 µM]	7%
CCOc1ccc(OCC)c(NC(=O)CN2CCC(NC(=O)c3cccc(F)c3)CC2)c1	?	?	-6%	-24%	-24%	?	?	17%	-22%
Cc1ccc(NC(=O)C2CC(Cl)=CCC2C(=O)O)c([N+](=O)[O-])c1 (configuration not stated)	?	13%	-4%	-4%	-6%	7%	-3%	-17%	5%
Cc1ccccc1N1CCN(C2CCCN(C(=O)c3cnsn3)C2)CC1 (configuration not stated)	2%	?	1%	1%	2%	5%	17%	3%	-15%
Cc1cc(C)c(C)c(S(=O)(=O)N2CCC(C(=O)Nc3ccccc3N3CCOCC3)CC2)c1C	?	26%	0%	8%	7%	0%	?	-1%	-10%
CC(NC(=O)c1ccc(F)cc1)C(=O)NC1=NCCS1 (configuration not stated)	6.5µM*	29%	1%	9%	-6%	12%	-24%	-19%	-2%
Cc1cc2c(cc(C(=O)NCCCN3CCOCC3)n2Cc2ccc(Cl)cc2)o1	18µM*	0%	5%	?	-25%	0%	-12%	-14%	22%
CC1(C)CC(=O)c2sc(NC(=O)CN3CCOCC3)nc2C1	-4%	-2%	3%	20%	5%	-24%	1%	-3%	-9%
CS(=O)(=O)NCCSc1nnnn1-c1ccccc1	-3%	1%	-5%	6%	11%	3%	9%	13%	6%
CCc1ccc(-c2cc(C(F)(F)F)n3nc(C(=O)Nc4cnn(Cc5ccc(C)cc5)c4)cc3n2)s1	16%	5%	-13%	?	3.2µM*	3.7µM*	0%	-12%	60%[activator]
O=C1CN(C(=O)COc2ccccc2F)c2ccccc2N1	-7%	5%	-2%	18%	?	-29%	1%	13%	-4%
COc1ccc(NC(=O)C2=NN(C3CCS(=O)(=O)C3)C(=O)CC2)cc1S(N)(=O)=O (configuration not stated)	-2%	2%	-12%	10%	16%	?	12%	19%	3%
Cc1ccc(/C=C/C(=O)OCC(=O)NCc2ccc(Cl)cc2)o1	5%	-25%	9%	15%	3%	?	26%	22%	18%
CC1CC(=O)C2=C(C1)Nc1ccccc1SC2c1ccc(F)cc1 (configuration not stated)	0%	?	8%	-11%	-5%	-5%	-4%	12%	-5%
CC1CCCN(C(=O)COC(=O)COc2ccc(Cl)cc2)C1 (configuration not stated)	1%	-2%	-8%	18%	25%	0%	0%	-4%	-14%
COc1ccc2c(C=O)cn(C)c2c1	-2%	1%	-1%	0%	14%	?	5%	2%[0.397 µM]	-8%
CN(C(=O)c1ccccc1C(=O)OCC(=O)NCc1ccccc1)C1CCCCC1	2%	?	6%	-1%	1%	-10%	0%	-4%	1%
CCOC1=C2[C@H](c3ccccc3F)N(S(=O)(=O)c3ccc(C)cc3)C[C@H]2n2c(=O)n(-c3ccccc3)c(=O)n2C1	nt	3%	-1%	13%	20%	-1%	0%	11%	1%
CCOc1ccc(CC(=O)NCCc2csc(-c3ccc(C(F)(F)F)cc3)n2)cc1	nt	-1%	-4%	nt	nt	?	-9%	-7%	-17%
CCC(C)(C)NC(=O)C(c1ccc(F)cc1)N(CCOC)C(=O)CCC(=O)Nc1nccs1 (configuration not stated)	4%	6%	9%	9%	14%	-5%	5%	-2%	-7%
Cc1ccccc1CNC(=O)c1ccccc1NS(C)(=O)=O	1%	-2%[7.66 µM]	4%	-7%	-14%	-10%	0%	-18%[9.22 µM]	1%[7.66 µM]
Cc1ccc(C(=O)O/N=C(\N)c2ccccn2)c(C)c1	?	-84%	-8%	16µM*	15µM*	?	?	?	?
CCCCNC(=S)N(C)/N=C/c1c(F)c(F)c(F)c(F)c1F	-4%	18%	0%	-4%	-6%	25%	1%	6%	12%
CCCC(C)NC(=O)CSc1nnc(-c2c[nH]c3ccccc23)o1 (configuration not stated)	14%	-16%	0%	11%	13%	?	2%	9%	-6%
CCOc1ccccc1N1CCN(C(=O)c2cc(S(=O)(=O)N(C)C)ccc2N2CCCC2)CC1	-28%	-19%	2%	-8%	2%	-13%	-4%	5%	2%
Cc1ccc(S(=O)(=O)N(CC(=O)Nc2ccc(Cl)cc2)C(=O)N2CCN(C)CC2)cc1	?	17%	7%	-8%	-2%	20%	-4%	-10%	-3%
O=C(NCc1cccnc1)C1CCCN(S(=O)(=O)c2ccc(Br)cc2)C1 (configuration not stated)	-4%	-2%	20%	1%	-1%	?	-6%	3%	4%
CCOc1ccccc1N1C(=O)c2ccc(S(=O)(=O)c3ccc(C(=O)O)cc3)cc2C1=O	-32%	9%	-1%	15%	19%	-1%	-1%	2%	10%
CN(C)S(=O)(=O)c1cccc(NC(=S)NCc2ccco2)c1	-7%	-14%	20%	3%	-3%	-4%	18%	-12%[1.82 µM]	-10%
CCOC(=O)N1CCN(C(=O)CCl)CC1	-4%	20%	-1%	?	?	-5%	-26%	15%	-16%
O=C(NCC1COc2ccccc2O1)c1ccco1 (configuration not stated)	-1%	11%	13%	-1%	16%	-15%	0%	2%	-3%
CC1(NC(=O)CSc2nnc(-c3c[nH]c4ccccc34)n2C2CC2)CCS(=O)(=O)C1 (configuration not stated)	-17%	-11%	-1%	13%	9%	0%	-3%	19%	-11%
COc1ccccc1CNC(=O)CCC(=O)N1CC(C)Sc2ccccc21 (configuration not stated)	0%	?	-5%	1%	-10%	12%	0%	8%&12%	1%&-16%
Cc1cccc(NC(=O)CNC(=O)[C@H]2O[C@@H](n3ccc(=O)[nH]c3=O)[C@H](O)[C@@H]2O)c1C	nt	13%	-4%	26%	11%	0%	0%	4%	3%
Cc1cc(=O)oc2cc(OCC(=O)NC3CC(C)(C)NC(C)(C)C3)c(Cl)cc12	0%	?	3%	-2%	-2%	29%	0%	5%	2%
O=C(COC(=O)/C=C/c1ccc(Cl)cc1)NC1CCCC1	-6%	0%	5%	-1%	2%	?	0%	9%	3%
O=C(/C=C/c1ccccc1)CCN1CCCCC1	2.9µM*	?	-7%	?	?	26µM*	?	28%	?
COc1ccc(N2CSC3=C(C#N)C(c4cccc(OC)c4OC)CC(=O)N3C2)cc1 (configuration not stated)	-4%	3%	-3%	-3%	-13%	2%	-4%	11%	-9%
COc1ccc(C2c3[nH]c4ccccc4c3C[C@H]3C(=O)N(C4CCN(Cc5ccccc5)CC4)CC(=O)N23)cc1OC (some centres not stated)	18µM*	13µM*	-5%	?	-27%	-11%	?	-6%	-16%
Cc1cccc(CC(=O)NC2CCS(=O)(=O)C2)c1 (configuration not stated)	-4%	9%	-10%	1%	1%	3%	15%	6%	0%

Five entries from above, reformatted:
SMILES | SW480 rereplic | GLP-1R inv ag | GLP1R ag | HT1080-NT tox | HT1080 IDH1KD tx | KB-V1 MDR tox | KB-3-1 cytotox | TDP43 rescue | HEK293 tox
O=C(COC(=O)/C=C/c1ccc(Cl)cc1)NC1CCCC1 | -6% | 0% | 5% | -1% | 2% | ? | 0% | 9% | 3%
O=C(/C=C/c1ccccc1)CCN1CCCCC1 | 2.9µM* | ? | -7% | ? | ? | 26µM* | ? | 28% | ?
COc1ccc(N2CSC3=C(C#N)C(c4cccc(OC)c4OC)CC(=O)N3C2)cc1 (configuration not stated) | -4% | 3% | -3% | -3% | -13% | 2% | -4% | 11% | -9%
COc1ccc(C2c3[nH]c4ccccc4c3C[C@H]3C(=O)N(C4CCN(Cc5ccccc5)CC4)CC(=O)N23)cc1OC (some centres not stated) | 18µM* | 13µM* | -5% | ? | -27% | -11% | ? | -6% | -16%
Cc1cccc(CC(=O)NC2CCS(=O)(=O)C2)c1 (configuration not stated) | -4% | 9% | -10% | 1% | 1% | 3% | 15% | 6% | 0%

High-throughput results from PubChem.
